Rad51 HR inh: blocks human Rad51 in homologous recombination | Q06609 | hRad51 DNA strand exchange, fluorescence dequenching | inhibition, % at 10 µM | 200,000 compounds, 0.085% hits | AID 1385;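 active = inhibition above 40% at the single screening dose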;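 note: 0% = DMSO control wells and 100% = blanks with heterologous ssDNA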
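Test system – preformed human Rad51 ssDNA filaments · Reagent – Donor/quencher-labelled 47-bp dsDNA substrate · Incubation – 37 °C 15-min filament assembly, 30-min compound preincubation, 15-min exchange · Signal – FRET fluorescence dequenching, excitation 485 nm, emission 520 nm · Read-out – percent inhibition from fluorescence, normalised to plate control and blank means · Benchmarks – plate control and blank wells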
FXIIa inh: inhibitors of human coagulation factor XIIa; purified FXIIa, Boc-QGR-AMC fluorogenic substrate, 2 h; inhibition, % at 5 µM; 220,000 compounds, 0.3% hits; AID 800; in the data active = inhibition above about 40%;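 note: 0% = enzyme with no compound and 100% = blank without enzyme; many of its hits are not listed in these tables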
14-3-3 Bad PPI: disrupts binding of bovine 14-3-3 zeta to phospho-Bad peptide; TR-FRET 14-3-3zeta/Dy647-pBad peptide displacement, 1 h; 220,000 compounds, 0.71% hits; inhibition, % at 21.7 µM; AID 781;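 active = inhibition above about 70%, limit read from the data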;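 note: 0% = full 14-3-3 plus peptide FRET controls and 100% = background without 14-3-3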
eIF4E-4G inh: blocks eIF4E binding to eIF4G; TR-FRET eIF4E-eIF4GI(517-606) binding, 2 h; inhibition, % at 21.7 µM; 220,000 compounds, 0.37% hits;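 active = inhibition above about 30%, limit read from the data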;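 note: 0% = full FRET control wells and 100% = background wells lacking eIF4GI fragment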
p97 inhibitor: human p97 ATPase inhibition; recombinant p97 ATPase, Kinase-Glo ATP luminescence, 3 h; inhibition, % at 8 µM; 220,000 compounds, 0.42% hits; P55072; AID 1481; in the data active = inhibition above about 15%;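 note: 0% = DMSO vehicle and 100% = wells lacking enzyme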
Mdm2 ligase inh: blocks human Mdm2 ubiquitin ligase activity; 210,000 compounds, 0.11% hits; cell-based MDM2 ubiquitination luciferase reporter, 2 h; 0 = plate control, 100 = twice control, blank-subtracted; Q00987; signal enhancement, % at 5 µM; AID 1230;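 active = signal enhancement of 30% or more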;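 note: luminescence tracks abundance of the self-degrading MDM2-luciferase fusion protein; higher signal means inhibition of MDM2 E3 ligase activity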
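Assay system: mammalian cells stably expressing self-ubiquitinating, self-degrading MDM2 E3–luciferase fusion. Quantity: 2000 cells in each well. Medium: DMEM culture medium. Compound dosing: single-point 5 µM. Timing: cell settling 4 h, compound treatment 2 h, both 37 °C. Technique: luciferase luminescence. Read-out basis: percent signal gain over controls, blank-subtracted. Benchmarks: plate controls and plate blanks.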
hK5 inh: kallikrein 5 (human) inhibition; Q9Y337; recombinant hK5, fluorogenic AMC substrate cleavage; inhibition, % at 5 µM; 210,000 compounds, 0.59% hits;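 active = inhibition of 40% or more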;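 note: 0% = enzyme controls without compound and 100% = no-enzyme blanks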
Target sequence (Q9Y337 67-293 limits assumed): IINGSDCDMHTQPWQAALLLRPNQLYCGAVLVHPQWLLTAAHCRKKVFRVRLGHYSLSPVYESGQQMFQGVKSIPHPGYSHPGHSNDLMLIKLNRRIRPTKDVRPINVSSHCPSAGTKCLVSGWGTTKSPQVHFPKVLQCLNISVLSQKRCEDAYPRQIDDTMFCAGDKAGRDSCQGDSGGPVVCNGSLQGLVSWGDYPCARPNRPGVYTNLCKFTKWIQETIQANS
FXIa inh: factor XIa (human) inhibition | purified FXIa, Boc-Glu-Ala-Arg-AMC fluorogenic substrate | P03951 | 220,000 compounds, 0.14% hits | inhibition, % at 5 µM;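 active = inhibition of at least 40%; inactive = inhibition below 40%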;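 note: fluorescence of freed AMC excited at 355 nm; 0% = enzyme without compound and 100% = no enzyme blank; many of its hits are not listed in these tables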
Target sequence (P03951 19-387 limits assumed): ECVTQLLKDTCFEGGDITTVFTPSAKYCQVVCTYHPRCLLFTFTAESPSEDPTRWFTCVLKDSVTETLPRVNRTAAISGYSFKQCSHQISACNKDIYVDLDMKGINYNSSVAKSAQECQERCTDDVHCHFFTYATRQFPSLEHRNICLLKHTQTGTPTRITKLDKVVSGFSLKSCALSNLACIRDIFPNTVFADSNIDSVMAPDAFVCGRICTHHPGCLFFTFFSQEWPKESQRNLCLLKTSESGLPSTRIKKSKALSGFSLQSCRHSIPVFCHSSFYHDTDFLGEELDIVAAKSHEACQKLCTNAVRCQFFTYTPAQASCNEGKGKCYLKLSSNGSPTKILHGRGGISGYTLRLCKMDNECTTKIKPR
Target sequence (P03951 388-625 limits assumed): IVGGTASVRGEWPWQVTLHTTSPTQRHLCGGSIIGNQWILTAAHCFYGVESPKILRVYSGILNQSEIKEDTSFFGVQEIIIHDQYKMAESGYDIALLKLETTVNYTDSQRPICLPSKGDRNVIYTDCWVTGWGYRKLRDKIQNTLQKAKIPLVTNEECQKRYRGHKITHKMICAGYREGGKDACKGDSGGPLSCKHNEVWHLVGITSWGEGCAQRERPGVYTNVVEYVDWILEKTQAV
Wee1 degr inh: inhibitors of human Wee1 degradation | P30291 | HeLa Luc-Wee1K328M stability, luciferase luminescence; 100% = proteasome inhibitor MG132 effect | reporter increase, % at 5 µM | 220,000 compounds, 1.2% hits;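 active = activation above the mean of all tested compounds plus 3 SD, set per screening run, cut at about 8.8% in these data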;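 note: cells exposed to compound for 20 h before luminescence read; 0% = DMSO alone and 100% = MG132 at 30 µM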
Starred values were filed as active, the others as inactive; . = not tested or not shown; [ ] = another dose, or the depositor's remark.

The opening 2 records as a preview:
#	SMILES	Rad51 HR inh	FXIIa inh	14-3-3 Bad PPI	eIF4E-4G inh	p97 inhibitor	Mdm2 ligase inh	hK5 inh	FXIa inh	Wee1 degr inh
1	CCOC(=O)C1=C(C)N(C)C(=S)NC1c1ccc(Cl)cc1 (stereo not drawn)	7	17	-2	5	6	-7	4	7	9.9*
2	CC(=O)Nc1ccc(NC(=S)NC(=O)c2ccc([N+](=O)[O-])c(C)c2)cc1	-10	10	7	3[fluorescence artefact?]	7	8	-5	3	-3

Main list, from the start:
#	SMILES	Rad51 HR inh	FXIIa inh	14-3-3 Bad PPI	eIF4E-4G inh	p97 inhibitor	Mdm2 ligase inh	hK5 inh	FXIa inh	Wee1 degr inh
1	CCOC(=O)C1=C(C)N(C)C(=S)NC1c1ccc(Cl)cc1 (stereo not drawn)	7	17	-2	5	6	-7	4	7	9.9*
2	CC(=O)Nc1ccc(NC(=S)NC(=O)c2ccc([N+](=O)[O-])c(C)c2)cc1	-10	10	7	3[fluorescence artefact?]	7	8	-5	3	-3
3	CCOC(=O)C1=C(C)NC(=O)NC1/C(C)=C/c1ccccc1 (stereo not drawn)	-6	13	-4	-7	-1	-15	3	1	-2
4	CSc1cccc(NC(=S)N(CCCN2CCC(C)CC2)Cc2cccs2)c1	2	6	-11	-4	-1	-12	3	-5	2
5	COc1cc(OC)nc(NC(=O)COC(=O)C2CCCCC2)n1	-17	-4	15	6	-4	-15	11	-1	-2
6	O=C(OCC(=O)N(Cc1ccccc1)C1CCS(=O)(=O)C1)c1cc2c(s1)CCCC2 (stereo not drawn)	.	7	13	8	-2	-8	-3	1	1
7	CC(C)Oc1ccc(C(=O)NC2CCCCC2)cc1	-6	6	8[fluorescence artefact?]	4	-3	-7	-25	4	0
8	CC(=O)/C(N=Nc1cc2c(c([N+](=O)[O-])c1C)C(C)(C)CC2(C)C)=C(\C)O	-3	3	-3	-1	1	-8	-3	-3	-1
9	O=C1Nc2cccnc2Sc2ccccc21	-2	10	-3	7	-2	2	-4	-5	-3
10	Cn1c(N)c(C(=O)COC(=O)c2ccc(Cl)c(S(=O)(=O)N3CCCC3)c2)c(=O)n(C)c1=O	.	8	1	0	-3	.	0	0	-2
11	O=C(CCN1CCOCC1)NNC(=S)NC(=O)c1ccc(Br)cc1	-4	27	-12	0	2	-21	6	25	1
12	CNC(=S)N/N=C/c1cn(CCOc2ccc(OC)cc2)c2ccccc12	-6	12	-11[fluorescence artefact?]	0	5	-8	-4	4	0
13	COC(=O)CSc1nc2c(c(=O)n(C)c(=O)n2C)n1CCCc1ccccc1	-6	-12	-4	-2	0	-14	-9	-20	3
14	COc1ccc2cc([C@H](C)C(=O)O)ccc2c1	-2	6	2	6	7	.	-11	-1	6
15	CCn1c(SCC(=O)N2CCN(c3ccc(F)cc3)CC2)nnc1-c1ccncc1	-3	3	-13[fluorescence artefact?]	5[fluorescence artefact?]	0	3	2	0	-2

An excerpt of these results, with values under each structure:
Every second line gives: Rad51 HR inh | FXIIa inh | 14-3-3 Bad PPI | eIF4E-4G inh | p97 inhibitor | Mdm2 ligase inh | hK5 inh | FXIa inh | Wee1 degr inh
8) CC(=O)/C(N=Nc1cc2c(c([N+](=O)[O-])c1C)C(C)(C)CC2(C)C)=C(\C)O
→ -3 | 3 | -3 | -1 | 1 | -8 | -3 | -3 | -1
9) O=C1Nc2cccnc2Sc2ccccc21
→ -2 | 10 | -3 | 7 | -2 | 2 | -4 | -5 | -3
10) Cn1c(N)c(C(=O)COC(=O)c2ccc(Cl)c(S(=O)(=O)N3CCCC3)c2)c(=O)n(C)c1=O
→ . | 8 | 1 | 0 | -3 | . | 0 | 0 | -2

Next entries.
#	SMILES	Rad51 HR inh	FXIIa inh	14-3-3 Bad PPI	eIF4E-4G inh	p97 inhibitor	Mdm2 ligase inh	hK5 inh	FXIa inh	Wee1 degr inh
16	O=C(COc1cc(Cl)ccc1Cl)Nc1nnc(CC(=O)N2CCOCC2)s1	1	-12	2[fluorescence artefact?]	-1	-3	-5	-2	-10	-2
17	O=C(Nc1ccc2c(c1)OCCO2)c1c(F)cccc1F	0	-11	2	0	3	-13	-20	4	2
18	COC(=O)C1CCN(C(=O)NC2CCCCC2)CC1	-8	10	1[fluorescence artefact?]	-6[fluorescence artefact?]	-3	-7	-15	2	5
19	O=C(CN1C(=O)c2ccccc2S1(=O)=O)N1CCN(c2ccccc2F)CC1	2	11	-11	-13[fluorescence artefact?]	1	-7	-18	7	-1
20	COc1ccc(S(=O)(=O)Nc2cc(OC)c(NC(=O)c3ccco3)cc2OC)cc1	-2	16	-3	2	1	-10	-4	4	-1
21	COc1ccc(OC)c(S(=O)(=O)n2ccnc2C)c1	0	-7	-11[fluorescence artefact?]	-2	-5	-11	-27	-5	0
22	COc1ccc(Nc2nc(Cl)nc(N3CCN(c4ccc(OC)cc4)CC3)n2)cc1	2	10	-14	1	3	-8	1	-1	-4
23	CCN(C(=O)CSc1nnc(-c2cccs2)n1CC)C1CCS(=O)(=O)C1 (stereo not drawn)	3	7	-2	-4	5	.	-2	-2	-2
24	CCCCOC(=O)C1=C(C)Nc2ncnn2C1c1cccc(OC)c1OC (stereo not drawn)	5	6	-4[fluorescence artefact?]	4	-9	-3	5	3	1
25	COC(=O)c1ccc(N2C(=O)CC(SCC(=O)Nc3ccc(OC)cc3)C2=O)cc1 (stereo not drawn)	17	4	-1	-3	6	-6	1	-1	-3
26	Cc1ccc(-n2c(Cc3cccc4ccccc34)n[nH]c2=S)c(C)c1	20	-1	-15	3	0	-3	-11	-3	6
27	FC(F)(F)c1cc(-c2cccs2)nc2nc(N3CCOCC3)sc12	1	7	0	-1	1	6	-1	-6	12*
28	C/C(CC(=O)NC1CCCC1)=N\NC(=O)C1CCCCC1	4	1	97*	0	2	2	-8	-7	4
29	CCCCCCCn1c2c(c(=N)c3ccccc31)CCC2	-2	7	28	12	-1	-55	-3	-5	0
30	CCCOc1ccc(N2CC(C(=O)NC3=NCCS3)CC2=O)cc1 (stereo not drawn)	0	5	4	1	0	-13	-1	-4	2

Record cards, as listed above. Screens in order: Rad51 HR inh | FXIIa inh | 14-3-3 Bad PPI | eIF4E-4G inh | p97 inhibitor | Mdm2 ligase inh | hK5 inh | FXIa inh | Wee1 degr inh
`COc1ccc(OC)c(S(=O)(=O)n2ccnc2C)c1` is listed with 0 | -7 | -11[fluorescence artefact?] | -2 | -5 | -11 | -27 | -5 | 0
`C/C(CC(=O)NC1CCCC1)=N\NC(=O)C1CCCCC1` is listed with 4 | 1 | 97* | 0 | 2 | 2 | -8 | -7 | 4
`COC(=O)C1CCN(C(=O)NC2CCCCC2)CC1` is listed with -8 | 10 | 1[fluorescence artefact?] | -6[fluorescence artefact?] | -3 | -7 | -15 | 2 | 5
`COc1ccc(S(=O)(=O)Nc2cc(OC)c(NC(=O)c3ccco3)cc2OC)cc1` is listed with -2 | 16 | -3 | 2 | 1 | -10 | -4 | 4 | -1

(continued)
#	SMILES	Rad51 HR inh	FXIIa inh	14-3-3 Bad PPI	eIF4E-4G inh	p97 inhibitor	Mdm2 ligase inh	hK5 inh	FXIa inh	Wee1 degr inh
31	O=c1c2cnn(-c3ccccc3)c2ncn1Cc1ccco1	-8	6	8	2	-2	15	5	-24	3
32	CCn1nc(C)cc1C(=O)Sc1ccc(Cl)cc1Cl	.	6	2	-1	0	-6	6	1	4
33	CCC(=O)Nc1ccc(S(=O)(=O)Nc2ncccn2)cc1	-8	17	-7[fluorescence artefact?]	-5[fluorescence artefact?]	-6	-9	-24	-7	0
34	Cc1cc(C)c2cc(C(=O)N(C)C3CCN(C)CC3)[nH]c2c1	8	8	-2	8	9	9	-3	2	0
35	CCn1c(SCC(=O)N2CCCCC2C)nc2ccsc2c1=O (stereo not drawn)	7	3	-1	0	-4	-1	2	10	4
36	CCC(CC)C(=O)Nc1cccc(/C(C)=N/NC(=O)c2ccccc2Cl)c1	-1	22	-10	0	0	-17	21	13	-1
37	COc1ccc(Nc2nc(N)nc(CSc3n[nH]c(-c4ccccc4)n3)n2)cc1	0	5	-2	-5[fluorescence artefact?]	4	-10	0	0	-1
38	CNC(=O)C(=O)NCCN1CCN(C(=O)c2ccc([N+](=O)[O-])cc2)CC1	-3	10	-20	0	8	-8	-9	0	-1
39	CCOc1ccc(CNc2nc3ccccc3n2CCN2CCOCC2)cc1	-1	12	8[fluorescence artefact?]	-2	-2	3	-4	6	-4
40	O=C(Nc1ccc(NC(=O)c2ccco2)nc1)c1ccccn1	6	-3	17	13	0	-9	-1	-6	1
41	CCN(CC)S(=O)(=O)N1CCC(C(=O)NC2CCCc3ccccc32)CC1 (stereo not drawn)	-3	13	1	0	-6	-2	-29	4	-2
42	COc1ccc(-n2c(=O)cc(N3CCN(c4ccccc4F)CC3)[nH]c2=O)cc1	-2	11	-5	-1	1	1	-21	0	-2
43	CCn1c(=O)c([N+](=O)[O-])c(NCc2ccc3c(c2)OCO3)c2ccccc21	.	9	6	-2	4	14	-1	2	-2
44	CCN(CC)CCCNC(=O)C1CCN(C(=O)c2cc3sccc3n2Cc2ccc(F)cc2)CC1	-4	2	-4	7	3	-1	-7	-6	0
45	CCCCCNc1c(C(=O)OCC)c(=O)[nH]c2ccccc12	-3	7	-3[fluorescence artefact?]	-3[fluorescence artefact?]	-3	-11	5	2	3
46	O=C(CSc1nnnn1-c1ccccc1)Nc1ncc(Cc2ccccc2Cl)s1	-27	14	4	1	4	7	-6	11	1
47	C=CCC(C(=O)OC)(C(=O)OC)c1ccc([N+](=O)[O-])cc1[N+](=O)[O-]	0	8	-1	-1	-2	-3	-1	-3	0
48	CCC1(C)Cc2c(sc3nnn(CC(=O)Nc4ccc(Cl)cc4)c(=O)c23)CO1 (stereo not drawn)	-2	5	-2[fluorescence artefact?]	-3[fluorescence artefact?]	-1	-15	-3	0	-3
49	N#Cc1cccc(NC(=O)CSc2ccccc2)c1	-7	15	2	-4	7	6	5	8	5
50	COC(=O)c1ccc(NC(=O)Nc2cccc(F)c2)cc1	.	11	-2	3	0	-28	.	3	3
51	CCCCc1oc2c(c(=O)c1C)C(=O)CC(c1ccccc1)C2 (stereo not drawn)	-7	15	-11	-7	-4	4	14	16	-1
52	S=C(NCCc1ccccc1)N/N=C/c1ccccc1Cl	-4	4	12[fluorescence artefact?]	-2	4	-15	-5	-3	-1
53	CC(C)(C)S(=O)(=O)c1cnc2c(-c3ccsc3)cnn2c1N	5	2	-7	3	2	12	-6	-5	-2
54	Cc1nc2ccc(NC(=O)CCS(=O)(=O)c3ccc(Cl)cc3)cc2s1	.	9	2	-2	-5	-5	-2	4	8
55	O=C1c2ccccc2C(=O)N1CCSC(=S)N1CCOCC1	2	14	6	-4[fluorescence artefact?]	2	-13	12	0	-3

Bioassay records (PubChem)
